NPY2 pot ag: potentiates or activates human NPY-Y2 receptor; cells expressing NPY-Y2, potentiator/agonist read-out; activation, % at 3.6 µM; actives 0.45% (n = 220,000); AID 1359; in the data active means activation above about 27%;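 further: cells stimulated with NPY near EC25 plus isoproterenol at EC100; 0% = vehicle plus submaximal agonist and 100% = vehicle plus saturating agonist; some results beyond the cut were filed as inactive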
BaF3 parental: reduces parental Ba/F3 cell viability, JAK2V617F counter-screen; actives 1.1% (n = 220,000); CellTiter-Glo ATP luminescence; inhibition, % at 5.6 µM;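 active means inhibition above a per-campaign cutoff, the mean inhibition of all tested compounds plus 3 SD, cut at about 27% in these data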;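 further: 0% = DMSO wells and 100% = JAK Inhibitor I control wells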
Ba/F3 V617F tox: reduce viability of Ba/F3 cells dependent on JAK2V617F; Ba/F3 EpoR-JAK2V617F viability, ATP luminescence; inhibition, % at 5.6 µM; actives 1.1% (n = 220,000); AID 1446;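 active means inhibition above the campaign mean plus 3 SD over all tested compounds, cut at about 24% in these data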;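 further: cytokine-independent growth of Ba/F3 cells driven by EpoR plus mutant JAK2; 0% = DMSO-treated cells and 100% = JAK inhibitor I control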
S1P4 agonist: human S1P4 receptor agonism | S1P4-expressing cell line, agonist reporter assay | O95977 | actives 0.35% (n = 220,000) | activation, % at 4.98 µM; in the data active means activation above about 11%;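 further: 0% = DMSO vehicle and 100% = reference agonist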
eIF4E-4G inh: inhibitors of eIF4E and eIF4G interaction in translation initiation; TR-FRET eIF4E-eIF4GI(517-606) binding, 2 h; inhibition, % at 21.7 µM; actives 0.37% (n = 220,000); AID 782;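 active means inhibition above about 30%, limit read from the data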;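 further: 0% = full FRET control wells and 100% = background wells lacking eIF4GI fragment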
Mdm2 ligase inh: blocks human Mdm2 ubiquitin ligase activity; actives 0.11% (n = 210,000); cell-based MDM2 ubiquitination luciferase reporter, 2 h; 0 = plate control, 100 = twice control, blank-subtracted; AID 1230; signal enhancement, % at 5 µM; Q00987;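 active means signal enhancement of 30% or more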;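 further: luminescence tracks abundance of the self-degrading MDM2-luciferase fusion protein; higher signal means inhibition of MDM2 E3 ligase activity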
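Material: Stable MDM2–luciferase fusion reporter cells | Amount: 2000 cells seeded into each well | Dosing: One concentration, 5 µM, with 0.2% DMSO | Incubation: 4 h cell settling then 2 h compound exposure, 37 °C | Measured by: Luciferase luminescence | Read-out basis: % enhancement relative to plate controls after blank subtraction | Benchmarks: Control and blank well means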
Wee1 stabilizer: blocks degradation of human Wee1 kinase | HeLa Luc-Wee1K328M stability, luciferase luminescence; 100% = proteasome inhibitor MG132 effect | AID 1321 | reporter increase, % at 5 µM | P30291 | actives 1.2% (n = 220,000);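 active means activation above the mean of all tested compounds plus 3 SD, set per screening run, cut at about 8.8% in these data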;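 further: cells exposed to compound for 20 h before luminescence read; 0% = DMSO alone and 100% = MG132 at 30 µM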
S1P4 antag: antagonists of human S1P4 receptor. S1P4-expressing cells, antagonist mode, reporter read-out. inhibition, % at 4.98 µM. actives 0.26% (n = 220,000); in the data active means inhibition above about 29%;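 further: 0% = wells stimulated with agonist and 100% = vehicle wells without agonist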
PERK inh: inhibitors of human PERK kinase. actives 0.17% (n = 220,000). inhibition, % at 5.6 µM. CHO PERK-DD fusion, SEAP luminescence translation reporter;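 active means inhibition above the mean inhibition of all tested compounds plus 3 SD, set separately per screening campaign, cut at about 2.9% in these data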;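 further: PERK kinase domain activated by AP20187 dimerizer at 100 nM; 0% = DMSO with dimerizer and 100% = rapamycin at 8.4 µM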
* = called active by the depositor; / = no result given; [ ] = another dose, or the depositor's remark.

SMILES	NPY2 pot ag	BaF3 parental	Ba/F3 V617F tox	S1P4 agonist	eIF4E-4G inh	Mdm2 ligase inh	Wee1 stabilizer	S1P4 antag	PERK inh
Cc1cccc(NC(=O)CN2CCN(CC(=O)Nc3cccc(C)c3)CC2)c1	2	7	0	2.4	3	-16	-1	-5	0.7
CC1CCN(CCOc2ccc(OCc3ccccc3)cc2)CC1	2	9	0	3.3	0[fluorescence artefact?]	2	1	-7	-0.1
CCn1c(SCC(=O)NC2CCCC2)nnc1-c1c[nH]c2ccccc12	-16	4	4	0.6	0[fluorescence artefact?]	-7	0	-9	0.2
COc1cc(OC)c(C2=NOC(C(=O)N3CCN(C(=O)c4ccco4)CC3)C2)cc1Cl (centres undefined)	-12	4	-1	0.3	-1	-2	-2	5	-0.4
CC1Cc2ccccc2N1C(=O)CSc1nnc2sc3ccccc3n12 (centres undefined)	-8	4	-2	0.9	-4	-12	3	7	-1.4
COc1ccc(NC(=O)c2cccc(Cn3cc(Br)c([N+](=O)[O-])n3)c2)c(C)c1	0	2	3	-0.6	0	-10	-1	-15	0.6
COc1ccc(OCC(=O)Nc2nnc(-c3ccco3)s2)cc1	-12	8	3	-1.3	6	-90	-3	4	-0.3
COc1ccc(C2N(c3ccccc3)C(=S)N3CCCN23)cc1 (centres undefined)	-13	3	-3	0.1	2	-3	0	-17	0.9
CC(C)c1ccc(NC(=O)COC(=O)C2=COCCO2)cc1	7	3	-1	-0.5	-2	-14	-4	-7	1.5
O=C(CN1C(=O)c2ccccc2C1=O)Nc1ccc(S(=O)(=O)NCC2CCCO2)cc1 (centres undefined)	-12	6	3	-1.8	7	-2	-1	-20	0.6
O=C(Nc1nccs1)C1CCN(S(=O)(=O)c2c(Cl)cccc2Cl)CC1	3	2	-3	-3.4	1	-13	-1	16	-0.1
O=c1cc(-c2ccccc2[N+](=O)[O-])oc2ccccc12	-6	4	0	-1.0	2	-15	0	-17	0.3
O=C1CCCN=C(Nc2ccc(F)c(Cl)c2)S1	-8	2	-4	-0.9	2	-7	-1	-3	-0.1
Cc1cc(C)c(C(=O)COC(=O)Cn2cnnn2)cc1C	10	3	0	1.3	-3	-9	-2	-6	0.8
Cc1nn(C)cc1CN(C)C(=O)CCc1nnc(CCC2CCCCC2)o1	1	-1	-3	-0.2	0	-1	-1	-9	0.4
C=CCNC(=O)NC(=O)c1csc([N+](=O)[O-])c1	-11	-2	-2	0.9	7	-7	0	-8	0.9
Cc1cc(Br)cc(C)c1NC(=O)c1ccc(C#N)cc1F	-3	7	4	1.6	-3	-12	3	-2	-0.5
Cc1ccc(-c2[nH]c3ccccc3c2SCCNC(=O)c2ccc(S(=O)(=O)N3CCOCC3)cc2)cc1	22	2	2	-2.1	0	/	0	2	-1.0
O=C(O)CCCNC(=O)Nc1ccccc1	0	4	-2	1.0	-3	/	3	-4	-1.0
COCC(=O)OCC(=O)Nc1cc([N+](=O)[O-])ccc1Cl	-1	4	-1	0.3	1	2	-1	-12	0.8

Filtered by structure, the entries above containing a Cl atom
SMILES	NPY2 pot ag	BaF3 parental	Ba/F3 V617F tox	S1P4 agonist	eIF4E-4G inh	Mdm2 ligase inh	Wee1 stabilizer	S1P4 antag	PERK inh
COc1cc(OC)c(C2=NOC(C(=O)N3CCN(C(=O)c4ccco4)CC3)C2)cc1Cl (centres undefined)	-12	4	-1	0.3	-1	-2	-2	5	-0.4
O=C(Nc1nccs1)C1CCN(S(=O)(=O)c2c(Cl)cccc2Cl)CC1	3	2	-3	-3.4	1	-13	-1	16	-0.1
O=C1CCCN=C(Nc2ccc(F)c(Cl)c2)S1	-8	2	-4	-0.9	2	-7	-1	-3	-0.1
COCC(=O)OCC(=O)Nc1cc([N+](=O)[O-])ccc1Cl	-1	4	-1	0.3	1	2	-1	-12	0.8

Returning to the listing, starting two compounds before the break.
SMILES	NPY2 pot ag	BaF3 parental	Ba/F3 V617F tox	S1P4 agonist	eIF4E-4G inh	Mdm2 ligase inh	Wee1 stabilizer	S1P4 antag	PERK inh
O=C(O)CCCNC(=O)Nc1ccccc1	0	4	-2	1.0	-3	/	3	-4	-1.0
COCC(=O)OCC(=O)Nc1cc([N+](=O)[O-])ccc1Cl	-1	4	-1	0.3	1	2	-1	-12	0.8
COCCn1c(COc2ccc(OC)cc2)nc2ccccc21	4	3	-3	1.3	1	14	-1	-18	-0.5
COCCn1cc(C(=O)N2CCCC(C)C2)c2c3ccccc3n(C)c2c1=O (centres undefined)	-9	7	0	0.7	16	-17	0	-11	-0.7
Brc1ccccc1-n1nnc(-c2cccnc2)n1	-15	2	2	1.1	2	/	1	3	0.0
O=C(Nc1ccc(N2CCN(C(=O)c3ccco3)CC2)c(Cl)c1)c1cccnc1	-15	-1	-3	1.9	0	0	2	-9	-1.3
COc1nc(N=C(N)N)nc2ccc(C)cc12	9	56*	55*	-0.6	2	-18	-3	-18	0.1
CC(/C=N\NC(=O)Cn1c(C)nc2ccccc21)=C\c1ccccc1	-6	4	1	0.0	-3	-27	4	-12	-0.5
COC(=O)/C=C1/C(=O)N/C(=N\c2nc(C)cc(C)n2)N1c1ccc(OC)cc1	4	5	-1	-0.9	0	3	-3	-4	1.3
COCc1[nH]c(=S)c(C#N)cc1C(=O)OC	-2	2	-5	0.0	3	-12	-5	-5	0.8
CC1=CC(C)(C)N2C(=O)C3(SCC(=O)N3c3ccc(F)cc3)c3cc(C)cc1c32 (centres undefined)	-22	4	-1	2.0	-12[fluorescence artefact?]	-13	0	-7	-2.2
COC(=O)NNS(=O)(=O)c1ccc(C)cc1	1	5	-1	1.5	-5	-8	4	-19	0.6
N#Cc1cn(Cc2ccccc2)c(=O)[nH]c1=O	-4	0	0	-0.6	2	-3	0	1	0.9
CCOC(=O)C1CCCN(C/C=C/c2ccccc2[N+](=O)[O-])C1 (centres undefined)	8	1	-2	1.4	6	-28	-3	-5	0.0
O=C(Cc1ccc(-n2cccc2)cc1)NC1CCCCC1	8	1	0	-0.2	0[fluorescence artefact?]	-3	1	8	1.3
CN(C)CCNC(=O)c1ccccc1	0	4	-3	-1.4	4[fluorescence artefact?]	-14	0	-1	0.9
COc1ccccc1-n1cccc1C=O	10	2	-6	1.4	1	3	-1	-13	0.9
CC(C)CCNC1=CC(=O)CC(c2ccccc2)C1 (centres undefined)	16	4	0	-0.1	-5	-2	-1	-7	0.7
CCc1cccc(CC)c1NC(=S)NCc1nc2ccccc2[nH]1	0	7	2	1.7	2	-2	-1	-9	1.1
Cc1cc(C)n2cc(COc3ccc4ccccc4c3)nc2n1	-10	0	-3	1.7	6	-7	1	-7	-1.3
CC1(C)Cc2c(sc3nc(-c4cc5ccccc5o4)n(N)c(=O)c23)CO1	5	6	0	-0.3	-9	-13	-1	-18	1.6
COc1ccc(/C=C/C(=O)c2c(O)cc(C)oc2=O)c(OC)c1	-7	2	-4	0.8	-7	-12	0	13	-0.7
O=C(NCCCn1ccnc1)C(=O)NCC1OCCN1S(=O)(=O)c1cc(F)ccc1F (centres undefined)	2	-5	6	-1.3	-5	-1	-1	-6	0.6
C(=N\Nc1nc2ccccc2[nH]1)/c1cccc2nccnc12	-2	3	50*	0.7	-8	-22	2	-1	-1.6
Cc1cc(C(=O)Nc2cc(C(C)(C)C)on2)c(C)o1	6	1	0	-0.2	0	-10	0	-12	-0.8
C=CCC(Nc1ccccc1)C12C=CC(O1)C(C(=O)OC)=C2C(=O)OC (centres undefined)	-5	3	2	0.2	1	-4	-1	15	0.9
COc1ccc2oc(C)c(C(=O)NN)c2c1	-2	5	0	-0.4	3	-15	-4	1	-0.5
CCOc1ccc(NC(=O)c2cc3cc4ccc(C)cc4nc3o2)cc1	0	5	0	1.9	2	-15	0	-7	1.6
CC1(C)CC(=O)c2cnc(NC(=O)C3CCCC3)nc2C1	10	3	-3	-0.7	1	1	-1	-9	0.1
O=C(NCC1CCCO1)/C(=C\c1ccco1)NC(=O)c1ccccc1 (centres undefined)	-13	3	0	3.6	-10	-5	-1	3	1.4
CN(C)c1ccnc(Nc2ccccc2)c1C#N	16	1	-2	-0.7	2	-2	-3	-5	0.5
O=C(NCCCN1CCOCC1)C1Cc2c(ccc3ccccc23)O1 (centres undefined)	-6	0	-1	1.8	1	-7	1	1	-0.1
O=C(CN(c1ccc(Cl)c(Cl)c1)S(=O)(=O)c1ccccc1)N1CCc2ccccc2C1	-24	2	-1	2.2	1	-11	2	2	-0.9
COc1cccc(C(=O)CN(C(=O)c2ccc(Cl)cc2Cl)N2C(=O)c3ccccc3C2=O)c1	9	5	-2	0.9	6	-7	0	-13	1.6
CCOC(=O)c1ccccc1NC(=O)CSc1nccn1C	-18	2	0	1.8	1	-8	-4	-2	-0.8
COc1ccc(CN2CCOCCOCCOCC2)cc1	-4	3	6	0.1	-2	-8	-1	2	0.9
CCCCC(=O)NNC(=O)c1c(O)c2ccccc2[nH]c1=O	3	0	-1	1.3	1	1	-1	-8	0.4
CC(=O)Nc1ccc(/C=N/N2C(=O)NC(C)(c3ccc(OC(F)F)cc3)C2=O)cc1 (centres undefined)	5	-2	-1	-0.6	-1	-9	2	17	0.2
COc1ccc(-n2nnc3c(SCC(=O)Nc4ccccc4F)ncnc32)cc1	11	3	-3	2.6	-2	3	1	2	1.9
COc1ccc(-c2cc(=O)oc3cc(OC(=O)C4CCCCC4)ccc23)cc1	0	11	1	0.3	3	-9	3	-8	1.2
COc1cc(CCC(=O)OCC(=O)Nc2ccc(C(N)=O)cc2)cc(OC)c1OC	5	6	3	2.1	-2	1	1	-23	-0.4
CN(C)S(=O)(=O)c1ccc(S(=O)(=O)N2CCN(CCC#N)CC2)cc1	12	7	1	-1.0	4[fluorescence artefact?]	-10	-1	8	1.1
CC(C)C(NC(=O)OC(C)(C)C)C(=O)N1CCCC1C(=O)NC(Cc1ccccc1)C(N)=O (centres undefined)	14	7	4	1.6	0	6	-3	-9	0.3
COc1ccc(OC)c(/C=N/NC(=O)c2cc3c(OC)cc(OC)cc3[nH]2)c1	-7	1	5	1.4	2	-18	1	2	-0.9
c1ccc(-c2cc(-c3nc(-c4ccccn4)no3)c3ccccc3n2)cc1	-4	4	-1	0.1	/	/	1	3	0.6

4 entries already listed, arranged by the number in eIF4E-4G inh, descending:
| SMILES | eIF4E-4G inh |
| --- | --- |
| COc1cccc(C(=O)CN(C(=O)c2ccc(Cl)cc2Cl)N2C(=O)c3ccccc3C2=O)c1 | 6 |
| CCOc1ccc(NC(=O)c2cc3cc4ccc(C)cc4nc3o2)cc1 | 2 |
| CC(C)C(NC(=O)OC(C)(C)C)C(=O)N1CCCC1C(=O)NC(Cc1ccccc1)C(N)=O (centres undefined) | 0 |
| COc1ccc(CN2CCOCCOCCOCC2)cc1 | -2 |

Screening results from PubChem.
